Compound activity as filed in PubChem.
CHT PAM: allosterically activates the human high affinity choline transporter. Q9GZV3. CHT-expressing cells, membrane potential dye, choline EC20; active compounds read high; LV-AA mutant CHT in HEK293 cells. B-score at 10 µM. 310,000 compounds, 0.49% hits. AID 488977;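 active means initial fluorescence not abnormally high and integrated response B-score, plate-corrected, over 3 SD above library mean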
Target sequence (Q9GZV3 whole entry, looked up): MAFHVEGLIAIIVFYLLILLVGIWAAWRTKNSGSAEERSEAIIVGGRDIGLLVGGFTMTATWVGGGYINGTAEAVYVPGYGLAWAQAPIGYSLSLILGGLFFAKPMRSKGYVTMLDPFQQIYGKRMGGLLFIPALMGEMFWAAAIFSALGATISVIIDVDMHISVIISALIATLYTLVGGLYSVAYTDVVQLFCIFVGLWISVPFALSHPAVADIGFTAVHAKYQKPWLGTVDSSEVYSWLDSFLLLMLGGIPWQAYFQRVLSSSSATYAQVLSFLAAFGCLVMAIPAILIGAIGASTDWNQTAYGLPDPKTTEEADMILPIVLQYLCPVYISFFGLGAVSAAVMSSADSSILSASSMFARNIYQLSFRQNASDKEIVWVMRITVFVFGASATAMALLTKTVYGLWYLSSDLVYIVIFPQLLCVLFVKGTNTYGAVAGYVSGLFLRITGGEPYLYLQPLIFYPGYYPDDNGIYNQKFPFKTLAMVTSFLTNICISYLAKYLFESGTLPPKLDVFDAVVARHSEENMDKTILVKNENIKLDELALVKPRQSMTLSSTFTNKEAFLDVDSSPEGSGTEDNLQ
CHT inh: human CHT choline transport inhibition; Q9GZV3; CHT-expressing cells, membrane potential dye, choline response; active compounds read low; B-score at 10 µM; 310,000 compounds, 0.86% hits;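 active means B-score over 3 SD under the library average, and starting fluorescence ratio not unusually high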;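 further: choline stimulus applied at its EC90 after an EC20 pre-addition; B-score computed on integrated fluorescence ratio after choline addition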
An asterisk follows results filed as active; i = inactive.

Results follow in this order: CHT inh	CHT PAM
1: CCOc1ccc(NC(=O)C2CCCN2C(=O)OCc2ccccc2)cc1 (configuration not stated)
    i	i
2: O=C1ON=C(c2ccc(Cl)cc2)/C1=C/c1ccc(O)cc1
    i	i
3: C/C(=N\NC(=O)c1ccc(NS(=O)(=O)c2cccs2)cc1)c1ccc2ccccc2c1
    i	i
4: O=S(=O)(NC1CC2CCC1C2)c1ccc2c(c1)OCCO2 (configuration not stated)
    i	i
5: CCCC(=O)NC(c1ccc(OCC)cc1)c1ccc(OC)c(OC)c1 (configuration not stated)
    i	i
6: Cc1ccc(Cn2nc(C)c(NC(=O)c3noc4c3CCCCC4)c2C)cc1
    i	i
7: CCOc1ccc(C(=O)NC2CCN(S(=O)(=O)CC)CC2)cc1
    i	i
8: COc1ccc(-c2cc(C(=O)Nc3cccnc3)no2)cc1OC
    i	i
9: Cc1[nH]n(-c2ccccc2)c(=O)c1/C=N/NC(=O)c1ccccc1F
    i	i
10: Cn1cc(S(=O)(=O)N2CCN(c3ccccc3)CC2)c(=O)n(C)c1=O
    i	i
11: Nc1cc(-c2ccco2)no1
    i	i
12: CC(NC(=O)/C(=C\c1ccco1)NC(=O)c1ccccc1Br)C(=O)O (configuration not stated)
    i	i
13: CCOc1cc(N2CCOCC2)c(OCC)cc1NC(=O)COC(=O)c1cc(C)cc(C)c1
    i	i
14: CCCc1cc(Nc2ccccc2OCC)n2ncnc2n1
    i	i
15: NC(=O)c1ccccc1NC(=O)CC12CC3CC(CC(Br)(C3)C1)C2
    i	i
16: COc1ccc(CNC(=O)Cn2nnc(-c3ccc(NC(=O)C4CCCCC4)cc3)n2)cc1
    i	i
17: O=C(Cn1ncc2c3ccccc3n(Cc3ccccc3F)c2c1=O)NCC1CCCO1 (configuration not stated)
    i	i
18: O=[N+]([O-])c1ccc2c(c1)OCCOCCOCCOCCOCCOCCO2
    i	i
19: CCOc1ccc(N(CC(=O)Nc2ccc(OC)cc2)S(=O)(=O)c2c(C)[nH]c(=O)[nH]c2=O)cc1
    i	i
20: COc1ccc(-c2cc(C(F)(F)F)c3c(n2)sc2c(O)cc(=O)[nH]c23)c(OC)c1
    i	i

Continued; the last four above are carried over.
Results follow in this order: CHT inh	CHT PAM
17: O=C(Cn1ncc2c3ccccc3n(Cc3ccccc3F)c2c1=O)NCC1CCCO1 (configuration not stated)
    i	i
18: O=[N+]([O-])c1ccc2c(c1)OCCOCCOCCOCCOCCOCCO2
    i	i
19: CCOc1ccc(N(CC(=O)Nc2ccc(OC)cc2)S(=O)(=O)c2c(C)[nH]c(=O)[nH]c2=O)cc1
    i	i
20: COc1ccc(-c2cc(C(F)(F)F)c3c(n2)sc2c(O)cc(=O)[nH]c23)c(OC)c1
    i	i
21: O=C(O)COc1c(-c2ccc(Cl)cc2)oc2ccccc2c1=O
    i	i
22: Cc1nc(NC(=O)CC(C)C)sc1-c1csc(Nc2ccc(Cl)cc2Cl)n1
    i	i
23: CC(=O)Nc1sc(N)nc1-c1ccccc1
    i	i
24: O=C(O)c1ccc(CSc2nc(-c3ccccc3)cc(C(F)(F)F)n2)cc1
    i	i
25: CCn1nnc(NC(=O)COc2ccc(C3CCCCC3)cc2)n1
    i	i
26: CCOC(=O)c1ccc(NC(=O)C2CCCO2)cc1 (configuration not stated)
    i	i
27: O=C(NC1CCCC1)C(c1cccnc1)N(Cc1ccccc1F)C(=O)c1csnn1 (configuration not stated)
    i	i
28: Nc1cc(=O)nc(SCC(=O)N2CCN(c3ccccc3)CC2)n1-c1ccccc1
    i	i
29: Cc1ccc(/C=N/N2CCN(Cc3cccc4ccccc34)CC2)s1
    i	i
30: Cc1ccc(C(=O)Oc2cccc(NC(=O)c3cccs3)c2)cc1S(=O)(=O)N1CCOCC1
    i	i
31: Fc1ccc(OCc2nn3cnnc3s2)cc1
    i	i
32: Cc1ccc(Nc2cc(C)c3ccc(O)cc3n2)cc1C
    i	i
33: CCCS(=O)(=O)N1CCN(C2CCC(C)CC2)CC1 (configuration not stated)
    i	i
34: COc1cc(NC(=S)NC(=O)c2ccccc2C)ccc1NC(=O)c1cccs1
    i	i
35: COc1ccc(OC)c(NC(=O)c2ccc(CN3CCc4ccccc4C3)cc2)c1
    i	i
36: COc1cccc(/C=N/Nc2nc(-c3cccnc3)nc3ccccc23)c1
    i	i
37: O=C(NNc1c(Cl)cc(Cl)cc1Cl)c1n[nH]c(=O)c2ccccc12
    i	i
38: CCOc1ccc(/C(CC)=N/NC(=O)C2(C)CC2(Br)Br)cc1 (configuration not stated)
    i	i
39: COc1ccc(CCN2CC(C(=O)NCc3cccc4[nH]ccc34)CCC2=O)cc1 (configuration not stated)
    i	i
40: CCOC(=O)c1ccc(N2C(=O)C(CC(N)=O)N(CCc3ccc(OC)c(OC)c3)C2=S)cc1 (configuration not stated)
    i	i
41: Cn1c(CO)cnc1SCC(=O)c1ccc(Br)cc1
    i	i
42: CCOC(=O)CC1C(=O)NCCN1C(=O)Nc1ccc(Cl)cc1 (configuration not stated)
    i	i
43: CCc1cc(C(=O)Nc2ccc(OC)nc2)sc1C
    i	i
44: Cn1cc(CN2CCCC(CO)C2)c(-c2ccc(Oc3ccccc3)cc2)n1 (configuration not stated)
    i	i
45: Cc1ncc(S(=O)(=O)c2ccc(Cl)cc2)c(-c2ccccc2)n1
    i	i
46: CCC(C)(C)C1CCC(NC(=O)N2CCN(c3ccccc3O)CC2)CC1 (configuration not stated)
    i	i
47: Cc1cccc(NC(=O)C2CCN(c3nc(C)cc(C)n3)CC2)c1
    i	i
48: O=c1[nH]c(=S)[nH]c2nc(-c3ccccc3)cnc12
    i	i
49: CCOC(=O)C1=C(C)OC(N)=C(C#N)C1c1cc2c(cc1Br)OCO2 (configuration not stated)
    i	i
50: COc1cc(C2CC(=O)NC(SCC(=O)Nc3ccccc3C)=C2C#N)ccc1O (configuration not stated)
    i	i
51: Cc1cc(N2CCN(S(=O)(=O)c3ccc(Cl)c(Cl)c3)CC2)c2ccccc2n1
    i	i
52: COc1cc(CNC2CCCCCC2)cc(OC)c1
    i	i
53: CCc1cccc(N(C(=O)c2csnn2)C(C(=O)NC2CCCC2)c2cccnc2)c1 (configuration not stated)
    i	i
54: Cc1ccc(N(CC(=O)NCc2ccco2)C(=O)CNS(=O)(=O)c2ccc(F)cc2)c(C)c1
    i	i
55: C=CCOc1ccc2ccccc2c1CNCCCN1CCOCC1
    i	i
56: O=C(OCC(=O)c1ccc(S(=O)(=O)N2CCCC2)cc1)C1=COCCO1
    i	i
57: Oc1ccc(N2CCN(C(c3ccccn3)c3nnnn3C3CCCC3)CC2)cc1 (configuration not stated)
    i	i
58: COc1ccc(N=Nc2c(-c3ccc(OC)cc3)[nH]oc2=O)cc1
    i	i
59: Cn1c(-c2ccc(F)cc2)cc2onc(-c3ccccc3Cl)c2c1=O
    i	i
60: O=C(NC1CCCCC1)c1ccc(S(=O)(=O)NCc2ccco2)cc1
    -5.48*	i
61: Nn1c(SCC(=O)NC2CCCc3ccccc32)nnc1-c1cccs1 (configuration not stated)
    i	i
62: CCOC(=O)C(=O)Nc1cc(C)nn1-c1nc2ccccc2[nH]1
    i	i
63: COc1ccc(C(C(O)C(=O)c2c[nH]c3ccccc23)N2CCN(c3ccccc3)CC2)cc1 (configuration not stated)
    i	i
64: O=c1c2ccccc2ncn1-c1ccccc1F
    i	i
65: Nc1ccccc1SC1CC(=O)N(c2ccccc2Cl)C1=O (configuration not stated)
    i	i
66: COc1ccc(C(=O)Nc2cc(C)nn2-c2nc3ccccc3[nH]2)c(OC)c1
    i	i
67: CN(NC(=O)c1ccccc1F)c1ccc([N+](=O)[O-])cn1
    i	i
68: O=c1c2cc(Br)cc(Br)c2oc2nc3n(c(=O)c12)CCCS3
    i	i
69: COC(=O)CSc1nnc(CCc2nc3ccccc3[nH]2)n1C
    i	i
70: Nc1ccc2nc(-c3ccccc3)sc2c1
    i	i
71: O=S(=O)(Nc1ccc2ccccc2n1)c1ccccc1Cl
    i	i
72: COc1ccc(-c2nc(N)ncc2-c2csc(C)n2)c(O)c1OC
    i	i
73: Cc1no[n+]([O-])c1COc1ccccc1/C=C1\NC(=S)NC1=O
    i	i
74: O=C(COC(=O)C12CC3CC(CC(O)(C3)C1)C2)Nc1ccccc1OC(F)F
    i	i
75: O=C(NCC(c1ccco1)N1CCN(c2ccccc2)CC1)c1ccc2c(c1)OCO2 (configuration not stated)
    i	i
76: O=C(Nc1nnc(CCN2CCCCC2)s1)c1ccccc1
    i	i
77: CCC1=NN2C(=N)/C(=C\c3ccc(SCc4ccco4)o3)C(=O)N=C2S1
    -5.25*	i
78: CC(=O)Nc1ccc(N2C(=O)CSC2c2cccc([N+](=O)[O-])c2)cc1 (configuration not stated)
    i	i
79: CCOC(=O)c1ccc(N2C(=O)C3ON(c4ccccc4)C(c4ccco4)C3C2=O)cc1 (configuration not stated)
    i	i
80: CN(CC1CCN(CCc2cccc(C(F)(F)F)c2)CC1)C(=O)c1ccc(F)cc1
    i	i

Compound profiles (already shown).
Nc1ccc2nc(-c3ccccc3)sc2c1 is entered as CHT inh: i; CHT PAM: i
O=C(COC(=O)C12CC3CC(CC(O)(C3)C1)C2)Nc1ccccc1OC(F)F is entered as CHT inh: i; CHT PAM: i

(next part)
Results follow in this order: CHT inh	CHT PAM
81: Cc1ccc(N(CC(=O)NCC2CCCO2)S(C)(=O)=O)cc1Cl (configuration not stated)
    i	i
82: Cc1ccc(-n2c(N)c(C#N)c(-c3ccccc3)c(C#N)c2=O)cc1
    i	i
83: CC1=NN(C(=O)c2ccccc2)C(O)(c2ccc(Br)cc2)C1 (configuration not stated)
    i	i
84: Cc1ccc(C(OCC(O)CNC(CO)C(O)c2ccc([N+](=O)[O-])cc2)c2ccccc2)cc1 (configuration not stated)
    i	i
85: O=C(N/N=C/c1ccccc1Br)c1ccc(CSc2cccc3cccnc23)cc1
    i	i
86: Cc1cc(C)cc(NC(=O)C2CCCN(S(=O)(=O)c3ccc4[nH]c(=O)ccc4c3)C2)c1 (configuration not stated)
    i	i
87: COC(=O)C(=N/Nc1ccccc1C(=O)OC)/C(C)=N/O
    i	i
88: Cn1c(N)c(C(=O)COC(=O)CNS(=O)(=O)c2cccc(Cl)c2)c(=O)n(C)c1=O
    i	i
89: Cc1ccc(NC(=O)CSc2nc(=O)n(CCN(C)C)c3c2CCCC3)cc1Cl
    i	i
90: CC(=O)NCCC(=O)Nc1nc(C)c(Cc2ccc3c(c2)OCO3)s1
    i	i
91: COC(=O)c1ccc(N2CCOCC2)c(NC(=O)c2cccnc2)c1
    i	i
92: CCN(CCCNC(=O)COc1cc(=O)n(C)c2ccccc12)c1ccccc1
    i	i
93: Cc1ccc(CNC(=O)c2ccc(Br)o2)cc1
    i	i
94: CCN(CC(=O)Nc1ccc(C(=O)Nc2ccc(OC)cc2)cc1)Cc1nc2ccccc2c(=O)[nH]1
    i	i
95: COC(=O)COc1ccc(S(=O)(=O)N2CCN(c3ccccc3)CC2)cc1
    i	i
96: CCCOC(=O)c1ccc(Oc2cn[nH]c2-c2ccc(OCC)cc2O)cc1
    i	i
97: CCOC(=O)C1=C(COC(=O)c2cc(OC)c(OC)cc2[N+](=O)[O-])NC(=O)NC1C (configuration not stated)
    i	i
98: NC1=NC(=O)C(Cc2cc(Cl)ccc2Cl)S1 (configuration not stated)
    i	i
99: CCOC(=O)c1ccccc1-n1nnnc1C
    i	i
100: COCc1ccc(C(=O)N2CCCC(C(=O)c3ccc(SC)cc3)C2)s1 (configuration not stated)
    i	i
101: COc1ccc(CNC(=O)C2CCN(S(=O)(=O)c3ccc4c(c3)C(C)(C)C(=O)N4C)CC2)cc1
    i	i
102: Cn1c(=O)c2c(nc(NCCc3ccccc3)n2Cc2ccccc2)n(C)c1=O
    i	i
103: CN(C)C(=O)c1cc(C(=O)c2ccc(F)cc2Cl)c[nH]1
    i	i
104: COc1ccccc1OCC(=O)NC1CCCc2ccccc21 (configuration not stated)
    i	i
105: CCCC(=O)NCc1ccncc1
    i	i
106: CCCc1c(C)c2cc(C)ccc2[nH]c1=O
    i	i
107: COc1ccc(Br)cc1C(=O)NC(=S)Nc1cc(-c2nc3ccccc3[nH]2)ccc1C
    i	i
108: O=C(CNC(c1ccccc1)c1ccccc1)Nc1ccc(F)cc1
    i	i
109: O=C(Nc1ccc(Cl)cc1Cl)c1ccc2ncsc2c1
    i	i
110: Cc1[nH]c2ccc3ncccc3c2c1C
    i	6.8*
111: CC1CCc2[nH]c3ccc(C(=O)N(C)CC(=O)Nc4ccccc4C(F)(F)F)cc3c2C1 (configuration not stated)
    i	i
112: CN(C)CCn1cnc2c1c(=O)[nH]c(=O)n2Cc1ccccc1
    i	i
113: O=C1N=C(N2CCCCC2)S/C1=C\c1ccncc1
    i	i
114: Cc1ccc(-c2noc(-c3c(C)noc3C)n2)cc1
    i	i
115: CN(C(=O)c1cccc(C#N)c1)c1nnc(-c2ccccn2)s1
    i	i
116: CC(=O)c1ccc(NC(=O)C(C)OC(=O)C(C)Oc2cccc(C)c2)cc1 (configuration not stated)
    i	i
117: O=C(CN1C(=O)C2C3CCC(C3)C2C1=O)Oc1ccc2ccccc2c1 (configuration not stated)
    i	i
118: Cc1ccc(C(=O)C[n+]2cccc3ccccc32)cc1
    -6.54*	i
119: Cc1ccc(NC(=O)CCS(=O)(=O)c2cccc3nonc23)c(Br)c1
    i	i
120: CCOC(=O)[C@@H]1[C@H]2COc3ccc(Br)cc3[C@@H]2N2C(=O)N(c3ccc(F)cc3)C(=O)[C@]12C
    i	i
121: CCc1nc(SCC(=O)OC)c2c3c(sc2n1)COC(C)(C)C3
    i	i

3 of these compounds in another layout:
40	CCOC(=O)c1ccc(N2C(=O)C(CC(N)=O)N(CCc3ccc(OC)c(OC)c3)C2=S)cc1 (configuration not stated)
41	Cn1c(CO)cnc1SCC(=O)c1ccc(Br)cc1
42	CCOC(=O)CC1C(=O)NCCN1C(=O)Nc1ccc(Cl)cc1 (configuration not stated)

Compound	40	41	42
CHT inh	i	i	i
CHT PAM	i	i	i
